BLM helicase inh = blocks DNA unwinding by human BLM helicase; AID 2528; hit rate 0.2% among 350,000; P54132; recombinant BLM DNA unwinding, fluorescence dequenching; Potency, µM (series often up to 56.1 µM), inactives show at the highest dose activity change, negative = inhibition, hits mostly inhibitors;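 further: plate controls were vehicle for no effect and no enzyme for full effect; nearly all actives have a fitted effect of over 35% in size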
Pol iota inh = blocks human DNA polymerase iota activity | Q9UNA4 | Pol iota fluorescent replication assay, 10 min | Potency, µM (top dose mostly 115 µM), for inactives: top-dose activity, negative = inhibition, usual class: inhibitors | hit rate 1% among 390,000 | AID 588590
Target sequence (Q9UNA4 whole entry, looked up): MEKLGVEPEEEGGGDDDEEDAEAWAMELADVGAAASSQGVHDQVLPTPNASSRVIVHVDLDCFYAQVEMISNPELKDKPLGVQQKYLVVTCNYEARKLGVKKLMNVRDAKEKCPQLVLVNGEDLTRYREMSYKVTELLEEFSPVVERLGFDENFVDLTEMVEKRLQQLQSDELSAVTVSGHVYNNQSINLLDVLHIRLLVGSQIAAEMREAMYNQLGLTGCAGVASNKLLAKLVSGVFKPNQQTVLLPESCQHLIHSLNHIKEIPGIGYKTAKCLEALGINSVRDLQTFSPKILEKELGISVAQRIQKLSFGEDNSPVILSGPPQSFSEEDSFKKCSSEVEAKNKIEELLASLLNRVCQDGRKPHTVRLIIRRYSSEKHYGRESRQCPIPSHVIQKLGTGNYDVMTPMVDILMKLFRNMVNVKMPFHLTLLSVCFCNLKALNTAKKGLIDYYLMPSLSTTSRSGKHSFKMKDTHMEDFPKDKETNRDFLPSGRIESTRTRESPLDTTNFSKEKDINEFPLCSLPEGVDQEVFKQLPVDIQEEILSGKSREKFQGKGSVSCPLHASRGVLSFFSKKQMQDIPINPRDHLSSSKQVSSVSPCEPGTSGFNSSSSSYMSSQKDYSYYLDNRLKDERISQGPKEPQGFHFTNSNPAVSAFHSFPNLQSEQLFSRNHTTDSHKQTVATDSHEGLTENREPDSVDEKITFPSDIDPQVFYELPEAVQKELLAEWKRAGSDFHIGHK
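Pol iota at 10 nM preincubated 15 min with compounds at room temperature; reaction started with fluorescent substrate, 50 nM final. Fluorescence read kinetically at 0 and 10 min; buffer-only wells as negative control.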
PGK inhibitor = T. brucei PGK inhibition. PGK/GAPDH coupled, Kinase-Glo luminescence, 60 min. hit rate 0.043% among 380,000. Potency, µM (series often up to 57.5 µM), inactives show at the top dose activity change, negative = inhibition, hits mostly inhibitors. P07378; further: on the % scale 0 is the no-effect control and ±100 the full control effect; nearly all actives have a fitted effect of over 60% in size
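Recombinant glycosomal PGK reaction used 1,3-bisphosphoglycerate generated in-well by GAPDH (100nM final) in 100mM TEA pH 7.6, 5mM MgCl2, 0.01% Tween-20. After 60 minutes at room temperature, ATP was read by Kinase-Glo Plus luminescence end-point.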
GLS inhibitor = inhibitors of human glutaminase (GLS) | O94925 | GLS enzymatic activity, qHTS titration | Potency, µM (doses to about 45.5 µM), for the others: at the top dose activity change, negative = inhibition, hits mostly inhibitors | hit rate 0.21% among 410,000; further: on the % scale 0 is the no-effect control and ±100 the full control effect
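hKGA in 45 mM KH2PO4 pH 8.2, 0.02% Tween-20 with pin-transferred compounds; 1 mM L-glutamine (stock) plus glutamate oxidase/HRP/Amplex Red coupling added. Fluorescence read initially and after 30 min at RT.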
Pin1 inh = blocks the human prolyl isomerase Pin1. Q13526. Pin1 FP peptide displacement, HiFluor488, 10 min. Potency, µM (series often up to 115 µM), for the others: top-dose activity, negative = inhibition, actives largely listed as inhibitors. hit rate 0.009% among 390,000. AID 504891; active means well fitted inhibition curve with a large enough effect in the polarisation, with a control signal flat, not every such curve was filed as active; inconclusive means small, poorly fitted or top-dose-only effect, or effect the other way, or a change in a side signal; inactive means no such curve, though single readings can be large or run the other way; the % refers to the polarisation; further: on the % scale 0 is the no-effect control and ±100 the full control effect
JMJD2A Tudor inh = JMJD2A Tudor domain (human) inhibition; AlphaScreen JMJD2A-Tudor / H3K4me3 peptide binding; hit rate 4.4% among 390,000; Potency, µM (titrated, usually from 114 µM), inactives show at the highest dose activity change, negative = inhibition, actives largely listed as inhibitors; further: on the % scale 0 is the no-effect control and ±100 the full control effect; nearly all actives have a fitted effect of over 50% in size
HP1b binding inh = blocks HP1-beta chromodomain binding to methylated histone tails | P83916 | AlphaScreen HP1-beta / biotin-H3K9me3 peptide binding | Potency, µM (series often up to 114 µM), for the others: at the highest dose activity change, negative = inhibition, actives largely listed as inhibitors | hit rate 0.56% among 390,000; further: nearly all actives have a fitted effect of over 70% in size; inactives centre near 23
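HP1-beta protein (50 nM final) preincubated 30 min at room temperature with biotinylated H3(1-18)K9me3 peptide (50 nM) in PBS pH 7.4, 0.01% Tween-20, then compound added for 30 min. AlphaScreen streptavidin donor/nickel chelate acceptor beads (10 ug/mL final), 30 min dark, luminescence read.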
BAZ2B block = blocks human BAZ2B. AID 504333. Q9UIF8. AlphaScreen BAZ2B-H3K14Ac peptide displacement. hit rate 4.4% among 360,000. Potency, µM (top dose mostly 114 µM), without a hit: top-dose activity change, negative = inhibition, usual class: inhibitors; further: on the % scale 0 is the no-effect control and ±100 the full control effect; nearly all actives have a fitted effect of over 60% in size
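BAZ2B (50 nM) with biotin-H3(5-23)K14Ac peptide (50 nM) in PBS pH 7.4, 0.01% Tween-20, preformed 30 min, then compound 30 min at room temperature; top concentration 110uM. AlphaScreen streptavidin donor/nickel chelate acceptor beads (10 ug/mL final), 20 min dark, signal read.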
G9a inh = blocks human histone lysine methyltransferase G9a; hit rate 8.8% among 350,000; AID 504332; Q96KQ7; Potency, µM (doses to about 102 µM), for inactives: at the top dose activity, negative = inhibition, actives largely listed as inhibitors; G9a H3K9 monomethylation, AlphaScreen, 2 h; further: on the % scale 0 is the no-effect control and ±100 the full control effect; nearly all actives have a fitted effect of over 75% in size
Target sequence (Q96KQ7 913-1193 limits assumed): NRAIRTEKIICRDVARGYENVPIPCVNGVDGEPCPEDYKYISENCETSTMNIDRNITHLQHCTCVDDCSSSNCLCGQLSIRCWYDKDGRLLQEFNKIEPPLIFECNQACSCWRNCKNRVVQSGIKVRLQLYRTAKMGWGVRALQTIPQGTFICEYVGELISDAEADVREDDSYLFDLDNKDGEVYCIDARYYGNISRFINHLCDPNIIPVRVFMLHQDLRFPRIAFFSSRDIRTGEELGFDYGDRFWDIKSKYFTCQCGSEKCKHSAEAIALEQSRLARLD
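Step 1: enzyme (final 20 nM) with compound, 15 min RT. Step 2: substrate peptide 500 nM and SAM 20 uM, 2 h RT. Step 3: anti-H3K9me1 antibody and AlphaScreen beads, 10 min, then plate read.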
Numbers without * were called inactive; i = inactive; ? = inconclusive; / = no result given; & = joins results of further samples; [ ] = dose if it differs, or a comment. Unless noted, the call rests on the fitted dose curve; in most records, active means well fitted curve in the direction sought with a large enough effect; inconclusive means small, poorly fitted or top-dose-only effect, or another doubt; inactive means no such curve, though single readings can be large; an effect the other way counts as inactive or inconclusive. Potency means the concentration at half of the fitted maximal effect. The list is partial (hit frequency here may not be typical).

nr | SMILES | BLM helicase inh | Pol iota inh | PGK inhibitor | GLS inhibitor | Pin1 inh | JMJD2A Tudor inh | HP1b binding inh | BAZ2B block | G9a inh
1 | CCN(C(=O)C1CC1)C1CCS(=O)(=O)C1 (stereo unspecified) | / | ? | 6% | -3% | 0% | -19% | 15% | ? | -4%
2 | Cc1ccc2oc(=O)c3cc(C(=O)Nc4ccccc4C(N)=O)sc3c2c1 | -9% | 20% | 2% | 1% | -2% | -5% | 17% | -5% | -27%[59 µM]
3 | COc1ccc(C(=O)C2CCCN(C(=O)c3ccccc3C(C)=O)C2)cc1F (stereo unspecified) | 0% | 78%[activator] | i | 0% | 1% | -14% | 2% | 14% | 13%
4 | Cc1ccc(N/C(N)=N/c2nc(CSc3nnc(N)s3)cc(=O)[nH]2)cc1 | -4% | -2% | 6% | -2% | 3% | -9% | 26% | -1% | 26%
5 | Cc1cccc(NC(=O)CSc2nc(-c3ccccc3Cl)nc3c2Cc2c(CO)cnc(C)c2O3)c1C | -3% | -3% | -14% | 1% | 2% | -18% | 3% | -5% | 5%[59 µM]
6 | Cc1cc(NC(=O)Nc2ccccc2[N+](=O)[O-])no1 | -11% | 12% | 0% | -21% | -2% | 22µM* | -21% | -23% | -3%[12.7 µM]
7 | CCN(CC)c1ccc(NC(=O)/C=C\c2ccccc2Cl)cc1 | -2% | ? | -4% | 56%[activator] | 15% | ? | -12% | ? | 3.5µM*
8 | CC(C)Oc1ccc(CNC(=O)c2ccc3nc(Cc4ccccc4)oc3c2)cc1 | 0% | 19% | -7% | -10% | 3% | -8% | 22%[57 µM] | 0% | -3%[59 µM]
9 | CCCCCCCCCCCCCCCC[N+](C)(C)Cc1ccc(F)cc1 | / | 7% | i | ? | 16% | -15% | 9% | / | /
10 | CCN(CC)c1nc2ccccc2[nH]c1=O | -5% | 1% | -5% | -3% | -6% | -4% | 39% | 2% | 32µM*
11 | CCCCNCCOCCSc1ccc(Cl)cc1 | 0% | 19% | 9% | 0% | -14% | 1.4µM* | ? | ? | 8.9µM*
12 | Nc1nn(-c2ccccc2)nc1C(=O)OCc1ccccc1 | -13%&-10% | -4%&-5% | -4% | -17%&-3% | ? | 13%&62% | 99%&82%[activator] | 68%&9%[activator] | 6%[12.7 µM]

Following part:
nr | SMILES | BLM helicase inh | Pol iota inh | PGK inhibitor | GLS inhibitor | Pin1 inh | JMJD2A Tudor inh | HP1b binding inh | BAZ2B block | G9a inh
13 | COc1cc(-c2ccc(Nc3ccccc3C(=O)O)c(OC)c2)ccc1Nc1ccccc1C(=O)O | -17% | 7.9µM* | -28% | ? | ? | ? | 35µM* | 5.6µM* | 0.79µM*
14 | COc1ccc(C(CNC(=O)C2COc3ccccc3O2)N2CCCC2)cc1 (stereo unspecified) | / | 25% | -4% | 8% | 12% | -9% | 39% | 0% | ?
15 | COC(=O)CC1Nc2ccccc2SC1=O (stereo unspecified) | 0% | -16% | i | 2% | -4% | -9%[57.1 µM] | 47%[activator] | 10% | 22%
16 | COc1ccc2c(=O)c3c(=O)n(Cc4ccco4)c(-c4ccco4)nc3oc2c1 | -26% | 20µM* | -17% | -8% | ? | ? | 0% | ? | 18µM*
17 | CCOC(=O)Cn1nc(C)c(NC(=O)c2ccc(Cl)c([N+](=O)[O-])c2)c1C | -1% | -15% | -6% | 5% | -16% | -16% | 31% | -3% | 5%
18 | O=C(CCNC(=O)c1ccccc1Cl)NCC(c1ccco1)N1CCCC1 (stereo unspecified) | / | 20% | i | -12% | -11% | -8% | 22% | 3% | 15%[2.33 µM]
19 | O=C(NCC1CCCO1)c1cccc(S(=O)(=O)N(Cc2ccccc2)c2ccccc2)c1 (stereo unspecified) | / | 6% | -6% | -10% | 2% | -10% | 32% | -2% | -21%
20 | COc1ccc(NC(=O)c2c(C(F)(F)F)nn(C)c2SCc2ccccc2Cl)cc1 | -7% | 18% | -7% | / | -11% | 11% | 44%[activator] | -7% | 111%[activator][59 µM]
21 | O=C(CN(C(=O)CNC(=O)c1ccco1)c1ccc(F)c(Cl)c1)NC1CCCCC1 | -6% | 28% | i | 5% | -18% | -11% | -8% | -12% | -3%
22 | CN1CCN(CCNC(=O)c2cnn(-c3cccc(Cl)c3)c2C2CCN(C(=O)OC(C)(C)C)CC2)CC1 | 2% | -1% | 4% | 1% | -1% | -21% | 19% | 7%[57.1 µM] | -5%[59 µM]
23 | C=CCNC(=O)c1ccccc1NC(=O)C1CC(=O)N(C(C)C)C1 (stereo unspecified) | -9% | 132%[activator] | -1% | 10% | -4% | -16% | 4% | -35% | 8%[0.501 µM]
24 | COc1ccc(C(=O)Nc2ccc(N3CCN(c4ccc(OC)cc4)CC3)c(C#N)c2)cc1 | -6% | 16% | -1% | 6% | -1% | 10% | 21% | 1% | -42%[12.7 µM]

The listing continues:
nr | SMILES | BLM helicase inh | Pol iota inh | PGK inhibitor | GLS inhibitor | Pin1 inh | JMJD2A Tudor inh | HP1b binding inh | BAZ2B block | G9a inh
25 | COc1cccc(C=NNc2ccc([N+](=O)[O-])cn2)c1OC | / | 70%[activator] | i | -8% | -7% | -7% | 45%[activator] | / | /
26 | CCc1cc[n+](-c2nc3ccccc3nc2[N-]S(=O)(=O)c2ccc(Br)s2)cc1 | -14% | 43%[activator] | i | 34% | ? | -25% | 5% | -6% | ?
27 | Cc1ccc(CN/C=C/C(=O)c2ccc(Br)cc2)cc1 | -11% | -4% | -4% | -5% | 66%[activator] | 27% | 102%[activator] | 38% | 14%[59 µM]
28 | COc1cccc(-n2c(C)nn(CCOc3ccccc3)c2=O)c1 | -6% | 97%[activator] | -9% | -3% | 4% | -3% | 22% | -12% | ?
29 | CCOc1cc(C2C(C#N)=C(N)OC(C)=C2C(C)=O)c(Br)c(Br)c1OC(C)C (stereo unspecified) | -8% | -12% | i | 0% | 6% | -22% | 33% | -8% | ?
30 | CCOc1ccccc1OCCCC(=O)NNC(=O)c1cc(C)oc1C | / | -8% | 0% | -7% | -7% | -13% | 10% | -4% | -5%[59 µM]
31 | Cc1sc2ncn(CC(=O)OCC(=O)NC(C)(C)C)c(=O)c2c1C | -1% | 3% | -4% | -2% | -1% | 0% | 25% | / | 16%[59 µM]
32 | O=C(c1ccc(F)cc1)N1CCCC(N2CCN(Cc3ccc4c(c3)OCO4)CC2)C1 (stereo unspecified) | 1% | -24% | 4% | 5% | -12% | -16% | 23% | -16% | 7%
33 | CCNC(=O)N(CC)C[C@H]1N[C@@](CC)(C(=O)OC)[C@H]2C(=O)N(Cc3ccccc3)C(=O)[C@@H]12 | / | ? | 3% | 9% | -9% | -30% | 29% | / | /
34 | N#C/C(=C\c1c(Oc2ccc(Cl)cc2)nc2ccccn2c1=O)C(=O)NC1CCS(=O)(=O)C1 (stereo unspecified) | 2% | 115%[activator] | 5% | 9% | -2% | -29% | -12% | -9% | -24%
35 | CCOc1ccc(C2NCCc3cc(OC)c(OC)cc32)cc1OC (stereo unspecified) | -3% | 72%[activator] | -1% | 11% | 2% | -10% | 44% | 3% | -14%
36 | COc1cccc(/C=N/n2nnnc2N)c1OCC#N | / | -10%[58.9 µM] | -5% | -16% | 3% | -3% | 22% | / | /

Entries above that contain two or more sulfur atoms:
nr | SMILES | BLM helicase inh | Pol iota inh | PGK inhibitor | GLS inhibitor | Pin1 inh | JMJD2A Tudor inh | HP1b binding inh | BAZ2B block | G9a inh
4 | Cc1ccc(N/C(N)=N/c2nc(CSc3nnc(N)s3)cc(=O)[nH]2)cc1 | -4% | -2% | 6% | -2% | 3% | -9% | 26% | -1% | 26%
26 | CCc1cc[n+](-c2nc3ccccc3nc2[N-]S(=O)(=O)c2ccc(Br)s2)cc1 | -14% | 43%[activator] | i | 34% | ? | -25% | 5% | -6% | ?

Part of the list above, screen by screen.
28) COc1cccc(-n2c(C)nn(CCOc3ccccc3)c2=O)c1
29) CCOc1cc(C2C(C#N)=C(N)OC(C)=C2C(C)=O)c(Br)c(Br)c1OC(C)C (stereo unspecified)
30) CCOc1ccccc1OCCCC(=O)NNC(=O)c1cc(C)oc1C

entry no. | 28 | 29 | 30
BLM helicase inh | -6% | -8% | /
Pol iota inh | 97%[activator] | -12% | -8%
PGK inhibitor | -9% | i | 0%
GLS inhibitor | -3% | 0% | -7%
Pin1 inh | 4% | 6% | -7%
JMJD2A Tudor inh | -3% | -22% | -13%
HP1b binding inh | 22% | 33% | 10%
BAZ2B block | -12% | -8% | -4%
G9a inh | ? | ? | -5%[59 µM]

Going on with the list.
nr | SMILES | BLM helicase inh | Pol iota inh | PGK inhibitor | GLS inhibitor | Pin1 inh | JMJD2A Tudor inh | HP1b binding inh | BAZ2B block | G9a inh
37 | C=C1c2ccc(C)cc2NC(=O)N1c1ccccc1 | -4% | 2% | i | -1% | 0% | -26% | 31% | 8% | ?
38 | Cc1cccc(NC(=O)C2CCCN(S(=O)(=O)c3cccc4nonc34)C2)c1C (stereo unspecified) | 2% | 12% | -4% | -9% | 21% | -12% | 42%[activator] | 15% | ?
39 | O=C1c2[nH]nc(-c3ccccc3O)c2C(c2ccccc2F)N1Cc1ccco1 (stereo unspecified) | -10% | 2% | -7% | -2% | 0% | ? | 0% | ? | 8%[59 µM]
40 | Cc1cc(C)n2nc(C(=O)N/N=C/c3cccc(Cl)c3)nc2n1 | 3% | 24% | 2% | 7% | -2% | -5% | 18% | -3% | 8%
41 | O=C(N/N=C/c1c[nH]c2ccccc12)c1ccn(Cc2ccc(Cl)cc2)n1 | -11% | 17% | 6% | 18% | 12% | -31% | 16% | ? | 26%[0.501 µM]
42 | Cc1cccc(C)c1OCCNC(=O)CCC(=O)c1ccccc1 | 2% | 117%[activator] | -6% | -15% | -4% | 7% | 33% | -11% | -2%[59 µM]
